D1 PAM – enhances dopamine response at the human D1 receptor. P21728. HEK293 TREx D1 cells, calcium flux, dopamine EC20 potentiation. potentiation, % at 10 µM. hit rate 0.036% among 360,000. AID 504651; in the data active = potentiation above about 30%; also: 0% is about no effect
D1 antag – human D1 dopamine receptor antagonism; P21728; HEK293 TREx D1 cells, calcium flux, dopamine EC80; stronger effect = lower value; hit rate 3.2% among 360,000; activity change, negative = inhibition, % at 10 µM; AID 504652; in the data active = activity change below about -30%; also: % is scaled to controls: 0 for no effect and ±100 for the full control effect
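After overnight tetracycline induction at 30 C, force-coupled D1 HEK293 cells took up a no-wash calcium dye at room temperature. Compounds were added and monitored 180 s, and the response to EC80 dopamine was then recorded.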
D2 potentiator – positive allosteric modulators of human D2 dopamine receptor; P14416; HEK293 T-REx D2, calcium flux, EC20 dopamine potentiation; potentiation, % at 10 µM; hit rate 0.34% among 340,000; AID 485347;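 active = potentiation over 3 SD above the plate norm, cut at about 30% in these data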; also: 0% is about no effect
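Potentiation of an EC20 dopamine calcium response measured kinetically over 180 s, after a preceding 180 s compound-only read flagging agonists. Cells: inducible Hek293 Trex D2 line, 4000/well, cultured overnight at 30 C before dye loading.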
Vif-APOBEC3F blk – inhibitors of Vif-A3F interaction | HeLa A3F-eYFP + Vif (tagged APOBEC3F with the HIV-1 protein that degrades it), YFP fluorescence increase | Potency, µM (titrated, usually from 46.1 µM), for inactives: at the highest dose activity, negative = active | hit rate 0.2% among 390,000; also: potency is read from the fitted curve at half-maximal effect; % of control where 0% means no effect; nearly all actives have a fitted effect of over 65% in size
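HeLa cells stably expressing A3F-eYFP plus Vif, plated and incubated overnight at 37 deg C, then exposed to compounds overnight at 37 deg C. Blocked degradation read as raised yellow fluorescence (Ex 488/Em 500-530).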
Vif-A3G inh – Vif-A3G binding inhibition; hit rate 0.076% among 410,000; Potency, µM (highest dose often 46.1 µM), without a hit: top-dose activity, negative = active, hits mostly inhibitors; HeLa A3G-eYFP + Vif (tagged APOBEC3G with the HIV-1 protein that degrades it), YFP fluorescence, overnight;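 also: potency is read from the fitted curve at half-maximal effect; % is scaled to controls: 0 for no effect and ±100 for the full control effect; nearly all actives have a fitted effect of over 60% in size; hits raise eYFP signal because A3G escapes Vif-driven loss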
Target sequence (Q9HC16 whole entry, looked up): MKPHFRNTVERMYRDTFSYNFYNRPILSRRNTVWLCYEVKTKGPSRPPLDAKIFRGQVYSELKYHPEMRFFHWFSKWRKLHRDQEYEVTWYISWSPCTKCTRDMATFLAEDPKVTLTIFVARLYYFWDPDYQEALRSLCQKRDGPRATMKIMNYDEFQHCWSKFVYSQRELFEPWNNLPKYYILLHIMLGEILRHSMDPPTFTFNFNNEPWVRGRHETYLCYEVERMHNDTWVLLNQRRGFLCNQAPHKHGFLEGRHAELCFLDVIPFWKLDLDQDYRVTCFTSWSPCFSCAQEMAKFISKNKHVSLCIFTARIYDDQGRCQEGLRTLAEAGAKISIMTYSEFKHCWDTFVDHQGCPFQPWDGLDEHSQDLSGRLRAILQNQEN
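Read-out is eYFP fluorescence (Ex 488/Em 500-530) from Vif-expressing HeLa A3G-eYFP cells; more signal means A3G escaped Vif-mediated degradation. Cells plated overnight, compound pinned in, incubated overnight at 37 deg C.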
Glioma ERSR ind – ER stress response induction in glioma | U87-MG GRP78 promoter luciferase reporter, 16 h | Potency, µM, inactives show at the highest dose activation, most hits filed as activators | hit rate 0.02% among 420,000 | AID 602332; also: potency is read from the fitted curve at half-maximal effect; series mostly up to about 76 µM; % of control where 0% means no effect; nearly all actives have a fitted effect of over 35% in size
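Stably transfected U87-MG human glioma cells carrying a GRP78-based luminescent sensor were seeded at 1000 cells/well, pin-dosed with compounds and incubated 16 h. Luciferase reagent was then added, and end-point luminescence was read after 10 min at room temperature.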
RXFP1 agonist – agonists of human relaxin receptor RXFP1. Potency, µM (doses to about 57.5 µM), for inactives: at the highest dose activation, actives largely listed as activators. hit rate 0.3% among 370,000. Q9HBX9. HEK293T-RXFP1 cAMP TR-FRET, 30 min; response scale: percent of porcine relaxin response, buffer zero. AID 2676; also: potency is read from the fitted curve at half-maximal effect; % is scaled to controls: 0 for no effect and ±100 for the full control effect; nearly all actives have a fitted effect of over 60% in size; many of its hits are not listed in these tables
Target sequence (Q9HBX9 whole entry, looked up): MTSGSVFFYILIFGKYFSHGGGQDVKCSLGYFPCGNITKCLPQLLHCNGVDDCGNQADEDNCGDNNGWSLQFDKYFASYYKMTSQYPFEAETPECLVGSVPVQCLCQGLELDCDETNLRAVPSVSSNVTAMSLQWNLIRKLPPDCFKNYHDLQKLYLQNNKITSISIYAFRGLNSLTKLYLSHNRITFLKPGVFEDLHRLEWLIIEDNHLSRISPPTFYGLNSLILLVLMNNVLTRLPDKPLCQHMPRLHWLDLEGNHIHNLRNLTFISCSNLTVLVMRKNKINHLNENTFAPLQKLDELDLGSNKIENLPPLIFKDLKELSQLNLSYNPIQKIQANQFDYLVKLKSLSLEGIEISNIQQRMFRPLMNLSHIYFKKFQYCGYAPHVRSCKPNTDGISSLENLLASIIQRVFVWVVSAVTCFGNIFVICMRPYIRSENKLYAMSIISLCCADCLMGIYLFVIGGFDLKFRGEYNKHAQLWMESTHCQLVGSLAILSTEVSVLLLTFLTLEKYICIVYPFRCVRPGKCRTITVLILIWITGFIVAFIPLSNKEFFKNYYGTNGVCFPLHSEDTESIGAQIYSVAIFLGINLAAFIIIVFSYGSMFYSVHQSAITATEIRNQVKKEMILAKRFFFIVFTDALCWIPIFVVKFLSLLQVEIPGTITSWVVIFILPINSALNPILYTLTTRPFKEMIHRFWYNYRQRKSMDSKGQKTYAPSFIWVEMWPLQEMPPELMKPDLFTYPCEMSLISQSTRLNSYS
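cAMP rise read by TR-FRET after 30 min, 37C compound exposure (up to 58 uM) in RXFP1-transfected HEK293 cells with Ro 20174 present. EC50 from Hill-equation fits, with 29 nM porcine relaxin as 100% and buffer as basal.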
D1 ag – activates the human D1 dopamine receptor; P21728; HEK293 T-REx D1 cells, calcium flux, agonist mode; activation, % at 2 µM; hit rate 1% among 360,000; AID 504660; in the data active = activation above about 30%; also: 0% is about no effect
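Tetracycline-induced HEK293 TREx D1 cells, force-coupled to calcium signalling, were dye-loaded with a no-wash calcium kit. Compound was pin-added after a 10 s baseline. Fluorescence was read kinetically at 1 cycle/s for 180 s, with calcium rises flagged as agonism.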
LDHA block – blocks human lactate dehydrogenase A | P00338 | purified LDHA, NADH/diaphorase-resazurin fluorescence; stronger effect = lower value | activity change, % (values are at about 110 or 230 µM) | hit rate 0.15% among 480,000 | AID 1347041; in the data active = activity change below about -30%; inconclusive = mostly about -25% to -30%;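 also: plate controls were DMSO wells for no effect and wells without enzyme for full effect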
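Enzyme activity of human lactate dehydrogenase 5 (2 nM; 0.06 mM NADH, 0.2 mM pyruvate, 5 min, RT) is measured via a resazurin/diaphorase fluorescence readout of residual NADH.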
The depositor's hits bear a star; ? = inconclusive; nt = no result given; & = joins results of further samples. Unless noted, calls follow the shape of the dose curve; as a rule, active = well fitted curve in the direction sought with a large enough effect; inconclusive = small, poorly fitted or top-dose-only effect, or another doubt; inactive = no such curve, though single readings can be large; an effect the other way counts as inactive or inconclusive. Not all compounds are listed, so the mix of outcomes need not match the whole.

SMILES	D1 PAM	D1 antag	D2 potentiator	Vif-APOBEC3F blk	Vif-A3G inh	Glioma ERSR ind	RXFP1 agonist	D1 ag	LDHA block
Cc1nc(-c2ccc(F)cc2)sc1CCNC(=O)C(=O)Nc1ccc2c(c1)OCO2	0	-3	-5	2%	1%	-2%	13%	2	1
CC(=O)CCc1ccc(OC(=O)c2cccnc2)cc1	-3	11	-6	nt	-1%	3%	1.6%	2	0
Cc1ccccc1Nc1nc(N)nc(COC(=O)c2ccc(O)cc2)n1	-10	-43*	-1	0%	-12%	10%	5.5%	17	-8
CC(=O)c1cccc(OC(=O)c2cc(S(=O)(=O)N3CCOCC3)ccc2N2CCCC2)c1	nt	-5	6	-7%	-2%	-5%	1.0%	2	2
Oc1ccccc1-c1nnc(SCCN2CCOCC2)n1Cc1ccccc1	0	-13	7	7%	0%	-3%	1.8%	1	-1
COc1ccc(Cl)cc1S(=O)(=O)NCc1ccc2c(c1)CCN2C(=O)c1cccc(C)c1	-3	-1	-6	1%	5%	0%	8.5%	2	-5
C=CCOc1ccc(C=NNc2ccc(S(=O)(=O)Nc3ccccc3C(=O)O)cc2[N+](=O)[O-])cc1OC	nt	nt	nt	-16%	1%	-4%	nt	nt	?
O=c1[nH]c2ccc(Cl)cc2c(-c2ccccc2)c1SC(=S)N1CCOCC1	5	37	14	0%	-5%	-8%	-4.5%	-1	-6
CC1=C(C(=O)N2CCOCC2)CC(CC(=O)NCc2ccco2)C(=O)N1CCC1=CCCCC1 (centres undefined)	nt	nt	nt	0%	-6%	-4%	nt	nt	0
COc1ccc(-n2nnc3c(=O)n(CC(=O)Nc4cc(C)on4)cnc32)cc1OC	-4	5	18	-7%	0%	-4%	10%	2	-4
CCCCNC(=O)N1CCN(C/C=C/c2ccccc2)CC1	0	-3	12	14%	-8%	-5%	3.5%	0	-7
CCOC(=O)/C=C1\CC(C(=O)OCC)Oc2c(OC)cccc21 (centres undefined)	nt	nt	nt	?	0%	3%&-5%	nt	nt	-3&-3
CC/C(=N\NC(=S)Nc1cccc(C)c1)c1ccccc1	-5	1	-13	8%	-1%	4%	-1.3%	4	-3
C[C@@H]1ON(C)[C@H]2C[C@H]3c4cc(N5CCN(C)CC5)ccc4CCN3C(=O)[C@@H]12	nt	nt	nt	2%	-2%	-3%	nt	nt	-3
CCc1ccc(NC(=O)C2CCN(S(=O)(=O)c3c(C)noc3/C=C/c3cccs3)CC2)cc1	1	-18	-9	8%	0%	-3%	2.0%	3	-6
Cn1c(=O)c2c(nc(N3CCOCC3)n2Cc2ccccc2)n(C)c1=O	-2	-7	-5	0%	-3%	-4%	11%	1	-1
O=C(Cc1coc2cc(O)ccc12)NNC(=O)c1cccs1	nt	nt	nt	-2%	2%	4%	nt	nt	-5
Cc1c(C)c2ccc(OCC(=O)N3CC[C@@]4(O)CCCC[C@H]4C3)c(C)c2oc1=O	5	-10	6	5%	-1%	4%	7.8%	-1	-12
COc1ccc(/C=N/NC(=O)CNC(=O)COc2ccccc2)cc1	-5	6	-10	-17%	-3%	-3%	-0.6%	1	-5
O=c1cc(O)nc(SCc2ccccc2Cl)[nH]1	nt	nt	nt	-1%	1%	-3%	0.2%	nt	-6

Entries listed so far that contain an NH in an aromatic ring, in the order listed:
SMILES	D1 PAM	D1 antag	D2 potentiator	Vif-APOBEC3F blk	Vif-A3G inh	Glioma ERSR ind	RXFP1 agonist	D1 ag	LDHA block
O=c1[nH]c2ccc(Cl)cc2c(-c2ccccc2)c1SC(=S)N1CCOCC1	5	37	14	0%	-5%	-8%	-4.5%	-1	-6
O=c1cc(O)nc(SCc2ccccc2Cl)[nH]1	nt	nt	nt	-1%	1%	-3%	0.2%	nt	-6

Next structures.
SMILES	D1 PAM	D1 antag	D2 potentiator	Vif-APOBEC3F blk	Vif-A3G inh	Glioma ERSR ind	RXFP1 agonist	D1 ag	LDHA block
CCOC(=O)c1ccc(-c2ccc(C3Nc4ccccc4C(=O)N3O)o2)cc1 (centres undefined)	-1	-5	8	-1%	-12%	-2%	-0.2%	2	-1
CCOC(=O)C1=C(CSCC(=O)OC)NC(=O)NC1c1cc(C)ccc1C (centres undefined)	-8	6	5	0%	0%	-4%	0.3%	3	-14
COc1ccccc1NC(=O)C(C)OC(=O)C1CCN(S(=O)(=O)c2ccccc2C(F)(F)F)CC1 (centres undefined)	nt	nt	nt	-1%	8%	-4%	nt	nt	-3
CCOC(=O)/C(C#N)=C\c1cc(C)n(-c2ccccc2)c1C	0	-27	-9	0%	-2%	-4%	2.1%	3	3
Cc1ccc2ncccc2c1	2	nt	6	0%	-3%	1%	-0.4%	0	-7
CCCCCCSc1ccc(-c2nc3ccc(Cl)cn3c2NCCCC)cc1OC	nt	nt	nt	6%	4%	3%	nt	nt	0
CCCCCN(C(=O)CCC(=O)OCC(=O)c1c(C)cc(C)cc1C)c1c(N)n(CCCC)c(=O)[nH]c1=O	0	-11	7	0%	-7%	-4%	-0.1%	1	-7
CCOC(=O)C(C)/C(C)=N\Nc1ccc([N+](=O)[O-])cc1[N+](=O)[O-] (centres undefined)	-2	-26	5	2%	9%	-2%	0.6%	15	-6
O=C(O)Cn1c2ccccc2c2nc3ccccc3nc21	nt	nt	nt	8.9µM*	?	2%	nt	nt	-4
CCOC(=O)C1(CC2CCCCO2)CCN(Cc2nc(C(C)C)cs2)CC1 (centres undefined)	0	4	10	3%	-7%	-3%	-0.8%	0	-2
c1ccc(-c2csc3ncnc(NCCCN4CCOCC4)c23)cc1	-3	-14	-2	2%	-3%	0%	3.3%	-2	-1
CCOC(=O)c1ccc(NC(=S)NC2CCCC2)cc1	-5	-27	3	-16%	2%	10%	2.9%	26	-6
Cc1[nH]c2ccccc2c1C(=O)/C=C/c1ccccc1	-4	7	2	-12%	-15%	1%	-3.7%	0	-7
Cn1c(=O)oc2cc(S(=O)(=O)Nc3cccc([N+](=O)[O-])c3)ccc21	-6	-7	-4	7%	1%	-2%	11%	4	-3
COc1ccc(CC(=O)OCN2C(=O)c3ccccc3C2=O)cc1OC	0	-10	2	-2%	-6%	2%	-1.1%	0	-2
O=C(NC1CCCc2ccccc21)c1ccccc1OC(F)F (centres undefined)	-12	19	nt	15%	-5%	-4%	1.8%	2	-3
CC1CCc2nn(CC(=O)NCCCN3CCCC3=O)cc2C1 (centres undefined)	nt	21	1	2%	2%	-5%	0.0%	1	-1
CCN(CC)S(=O)(=O)c1cc(NC(=O)CCNC(=O)c2ccccc2Cl)ccc1C	-1	0	4	-1%	-1%	-4%	4.6%	3	0
C=CCNC(=O)c1sccc1Oc1ccc(F)cc1[N+](=O)[O-]	-4	5	-4	4%	-1%	-2%	2.5%	0	2
CCOc1ccccc1C(=O)Nc1cc2c(cc1N1CCCCC1)n(C)c(=O)n2C	-2	2	5	3%	-13%	-6%	-1.3%	1	-8
Cc1c(Cl)ccc2c(C(O)CBr)cc(-c3ccccc3)nc12 (centres undefined)	nt	nt	nt	-1%	-12%	-2%	nt	nt	1
COc1ccc(Nc2cc(C(=O)NCCCN3CCN(C)CC3)c3ccccc3n2)cc1OC	-2	-26	11	nt	3%	1%	2.9%	2	-1
C[C@@H]1CN(C2CCN(Cc3nc(CC4CC4)no3)CC2)C[C@H](C)O1	-1	3	8	1%	0%	-2%	-1.0%	1	-9
CC(SCc1ccccc1)C(=O)N/N=C/c1cccs1 (centres undefined)	-5	14	0	2%	-2%	-4%	0.3%	1	-8
CN1c2ccc(Cl)cc2-c2nc(SCC(=O)NCc3ccc(F)cc3)ncc2S1(=O)=O	-3	8	-2	-1%	-1%	-3%	16%	3	0
COc1ccc(-c2nc(C)sc2CC(=O)O)cc1	-3	-6	2	0%	0%	-1%	-0.8%	0	0
COc1ccc(NC(=O)c2ccc(OCC3CCCO3)cc2)cc1Cl (centres undefined)	-4	-3	-4	3%	6%	7%	0.1%	11	-2
O=C1/C(=C\c2ccco2)SC(=S)N1C1CCS(=O)(=O)C1 (centres undefined)	-3	-7	-2	7%	-6%	-4%	-2.8%	4	2
Cc1ccc(N2C(=O)C3C(c4ccccc4)N4CCCN4C3(C)C2=O)cc1 (centres undefined)	-4	4	-2	20%	-2%	-4%	-1.0%	-1	-3
COc1ccc([N+](=O)[O-])cc1NC(=O)CSc1ccccc1	-4	-4	-10	1%	3%	-1%	0.0%	1	2
NC(=O)CCN(C(=O)c1cccc(S(=O)(=O)N2CCc3ccccc32)c1)c1ccccc1	4	5	7	2%	-1%	1%	-1.9%	1	-1
COCCn1c(N)c(N(Cc2ccccc2)C(=O)Cc2ccccc2F)c(=O)[nH]c1=O	12	-18	-4	0%	0%	-2%	0.2%	4	-3
COc1ccccc1/C=C/C(=O)NCC(=O)N1CCC(N(C)C2CCCC2)CC1	1	-1	nt	2%	-7%	-7%	-1.5%	-1	-14
O=S(=O)(Cc1ccccc1)Nc1ccc(S(=O)(=O)N2CCCC2)cc1	-4	5	-9	1%	-1%	2%	1.1%	3	-2
CC1=C(C(=O)Nc2ccc(C)cc2C)C(c2cccs2)n2nc(SCc3cccc(C)c3)nc2N1 (centres undefined)	-1	-1	0	-19%	2%	-2%	-1.4%	7	-3
O=C(Nc1ccnn1C1CCN(C(=O)Cc2cccc(Cl)c2)CC1)C1CC1	-4	-1	15	8%	0%	3%	-0.7%	0	-4
COc1ccccc1NC(=O)c1cc(=O)c2ccc(C)c(C)c2o1	1	5	8	0%	-1%	-2%	3.4%	0	-15
Cc1c(NC(=O)C2CCCN2S(=O)(=O)c2ccc(Cl)cc2)c(=O)n(-c2ccccc2)n1C (centres undefined)	-5	-3	3	-4%	1%	-1%	0.0%	2	-7
CCOC(=O)/C(C#N)=C/Nc1ccccc1OC	1	-7	-5	2%	1%	-2%	1.7%	1	-2
OCCCn1c(C2CCCN2c2nc(-c3ccc(F)cc3)cs2)nc2cc(Cl)c(N3CCCCC3)cc21 (centres undefined)	nt	nt	nt	25µM*	1%	-2%	nt	nt	0
COc1ccc(Cc2noc(CN(C)C3CC(C)(C)NC(C)(C)C3)n2)cc1OC	-1	-9	6	0%	-1%	-4%	1.4%	2	-3

High-throughput results from PubChem BioAssay.
